# Tcruzi prolif: T. cruzi proliferation inhibition. T. cruzi beta-gal in NIH3T3, GalScreen luminescence, 90 h. 77,000 tested, 5.9% active. inhibition, % at 8.34 µM;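 active means mean inhibition above about 93%, with at least 55% of replicates each passing it, limit read from the data, passing the limit was not always enough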
# C diff growth: blocks growth of Clostridium difficile; Clostridium difficile clinical isolate growth, OD600, 24 h; stronger effect = lower value; growth activity, negative = inhibition, % at 16 µg/mL (by protocol); 86,000 tested, 0.25% active;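 active means mean growth activity at or below -80% and every replicate also at or below -80%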;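 further: 0% = DMSO wells and -100% = levofloxacin 16 µg/mL wells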
# Pf Dd2 inh: blocks growth of Plasmodium falciparum Dd2 parasites; AID 1159554; 94,000 tested, 2.3% active; P. falciparum Dd2 growth, SYBR Green, 72 h; stronger effect = lower value; activity change, % at 10 µM; in the data active means activity change below about -80%
# GASC1 inh: KDM4C (human) demethylase inhibition; Q9H3R0; GST-KDM4C 2-372, H3K9me3 peptide, LANCE TR-FRET; inhibition, % at 12.5 µM; 96,000 tested, 0.15% active;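 active means mean replicate inhibition above about 25%, with at least 55% of replicates also reaching it, limit read from the data, passing the limit was not always enough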
# Target sequence (Q9H3R0 2-372 limits assumed): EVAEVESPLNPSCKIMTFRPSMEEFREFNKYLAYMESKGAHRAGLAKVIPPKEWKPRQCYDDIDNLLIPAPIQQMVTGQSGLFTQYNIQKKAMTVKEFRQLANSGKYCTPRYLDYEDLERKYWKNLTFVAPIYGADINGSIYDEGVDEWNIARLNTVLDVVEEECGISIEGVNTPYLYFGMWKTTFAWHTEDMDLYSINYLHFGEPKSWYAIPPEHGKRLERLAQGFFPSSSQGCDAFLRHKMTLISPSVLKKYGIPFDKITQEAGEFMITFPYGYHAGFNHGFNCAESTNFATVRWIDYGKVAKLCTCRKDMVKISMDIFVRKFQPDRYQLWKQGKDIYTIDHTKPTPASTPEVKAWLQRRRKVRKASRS
#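 System: N-terminal GST-fused human GASC-1 (KDM4C) fragment, residues 2-372; amount: enzyme final amount 10 nM; incubation: reaction 30 min RT, detection step 1 h RT; medium: HEPES buffer, pH 7.5, plus ascorbate; technique: LANCE TR-FRET, Eu antibody, ULight-streptavidin, EDTA, ex 340 nm, em 618/671 nm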
# * hit, by the source's call; . = not tested or not shown.
SMILES,Tcruzi prolif,C diff growth,Pf Dd2 inh,GASC1 inh
CCCN1[C@@H]2Cn3c(cccc3=O)[C@H]1[C@@H](C(=O)N1CCCCC1)[C@@H]2CO,21.7,-0.6,11.5,0.5
COc1ccccc1NC(=O)N1CC(=O)N2[C@H](CO)[C@H](c3ccc(-c4ccc(C)cc4)cc3)[C@@H]2C1,.,0.4,-1.7,1.8
C[C@@H]1CN([C@H](C)CO)S(=O)(=O)c2ccc(C3=CCCCC3)cc2O[C@H]1CN(C)Cc1cncnc1,43.3,-3.2,9.5,1.2
C[C@H]1CN([C@@H](C)CO)C(=O)c2cccc(NC(=O)Nc3ccccc3)c2O[C@@H]1CN(C)S(=O)(=O)c1ccccc1,43.6,0.6,-16.4,0.0
COc1ccc(CN(C)C[C@H]2OCCCC[C@@H](C)Oc3ccc(NS(=O)(=O)c4ccc(C)cc4)cc3C(=O)N([C@@H](C)CO)C[C@@H]2C)cc1,.,.,64.5,0.5
CCCC#Cc1cnc2c(c1)C(=O)N([C@@H](C)CO)C[C@@H](C)[C@@H](CN(C)C(=O)Nc1c(C)noc1C)O2,-9.1,5.3,23.1,-1.5
Cc1noc(C)c1NC(=O)N(C)C[C@@H]1Oc2ccc(NC(=O)CCCCCC(=O)Nc3ccccc3N)cc2CC(=O)N([C@H](C)CO)C[C@@H]1C,15.9,-4.1,17.9,-1.0
O=C(Nc1ccccc1F)N[C@H]1CC[C@H](CCNC(=O)C2CCCCC2)O[C@@H]1CO,53.8,.,-12.0,3.7
C[C@H]1CN([C@@H](C)CO)C(=O)Cc2cc(NC(=O)CCN3CCOCC3)ccc2O[C@@H]1CN(C)C(=O)Nc1ccc2c(c1)OCO2,41.6,2.8,9.9,0.7
C[C@@H]1CN([C@@H](C)CO)C(=O)c2cc(NC(=O)CCCCCC(=O)Nc3ccccc3N)ccc2O[C@@H]1CN(C)C,.,3.1,16.9,0.4
CNC[C@H]1Oc2ccc(NC(=O)C3CC3)cc2C(=O)N([C@H](C)CO)C[C@H]1C,-20.0,1.2,27.5,-3.6
COc1ccccc1S(=O)(=O)N(C)C[C@@H]1Oc2cc(C#CCC3CCCC3)ccc2S(=O)(=O)N([C@@H](C)CO)C[C@@H]1C,.,6.5,-56.8,0.6
Cc1ccc(S(=O)(=O)Nc2ccc3c(c2)C(=O)N([C@H](C)CO)C[C@@H](C)[C@H](CN(C)C(=O)Nc2ccc(C(F)(F)F)cc2)OCCCC[C@@H](C)O3)cc1,76.8,0.7,-31.5,-0.7
C[C@H]1CN([C@@H](C)CO)C(=O)c2cccc(NC(=O)Nc3ccc(F)cc3)c2O[C@@H]1CN(C)Cc1ccc2c(c1)OCO2,-2.6,3.4,-13.0,-0.7
CN(C)C(=O)c1cccc(-c2ccc3c(c2)[C@@H]2[C@@H](CCN2Cc2nccs2)[C@@H](CO)N3)c1,70.0,12.8,-71.4,-0.1
Cc1ccc(S(=O)(=O)N2CC[C@@H]3[C@H]2c2cc(C#Cc4ccc(F)cc4)ccc2N[C@@H]3CO)cc1,-6.5,2.6,10.7,0.1
COc1ccc(C[C@@H]2CCc3cnnn3COC[C@H](c3ccccc3)NC2=O)cc1,.,-6.2,.,-1.8
C[C@@H]1CN([C@@H](C)CO)C(=O)Cc2cc(NS(=O)(=O)c3ccccc3)ccc2O[C@H]1CN(C)C(=O)Nc1ccc2c(c1)OCO2,-2.9,.,-14.1,-1.7
C[C@@H]1CN([C@@H](C)CO)C(=O)c2cc(NC(=O)c3ccncc3)ccc2O[C@H]1CN(C)Cc1ccc(C(F)(F)F)cc1,99.8*,4.7,-22.7,-0.1
O=C(C[C@H]1CC[C@H]2[C@@H](COC[C@@H](O)CN2S(=O)(=O)c2cccc(F)c2)O1)Nc1ccc(-c2ccccc2)cc1,74.4,9.7,-15.3,-0.6

# Next part:
SMILES,Tcruzi prolif,C diff growth,Pf Dd2 inh,GASC1 inh
COCC(=O)N(C)C[C@@H]1Oc2cc(-c3ccccc3)ccc2S(=O)(=O)N([C@@H](C)CO)C[C@H]1C,29.9,-2.6,-0.5,-1.2
Cc1ccc(S(=O)(=O)Nc2cccc3c2O[C@H](CN(C)S(=O)(=O)c2ccccc2)[C@H](C)CN([C@H](C)CO)C3=O)cc1,17.1,6.6,32.7,-1.7
COC(=O)C[C@@H]1C[C@H]2c3cc(NC(=O)C4CCOCC4)ccc3O[C@H]2[C@H](CO)O1,20.4,-5.0,5.9,0.0
CO[C@@H]1CN(C)C(=O)c2cc(NC(=O)Nc3ccccc3)ccc2OC[C@H](C)N(C(=O)CN(C)C)C[C@@H]1C,24.1,10.5,1.7,1.6
O=C(C[C@@H]1CC[C@H](NC(=O)C2CC2)[C@@H](CO)O1)NC1CCC1,-21.3,.,6.9,-0.4
C[C@H]1CN([C@@H](C)CO)C(=O)c2cc(NS(C)(=O)=O)ccc2O[C@H]1CN(C)S(=O)(=O)c1ccc(Cl)cc1,-13.3,-5.1,16.4,18.0
COCC(=O)NC[C@H]1N[C@H](CO)[C@H]1c1ccc(-c2ccccc2F)cc1,15.2,-4.4,4.6,1.9
C[C@H](CO)N1C[C@H](C)[C@H](CN(C)Cc2ccncc2)Oc2ncc(C#Cc3ccc(C(F)(F)F)cc3)cc2C1=O,.,2.6,-25.9,1.4
COc1ccc(NC(=O)Nc2ccc3c(c2)C(=O)N([C@@H](C)CO)C[C@H](C)[C@@H](CN(C)C(=O)Nc2ccc4c(c2)OCO4)OCCCC[C@H](C)O3)cc1,44.0,-16.5,-56.1,-1.3
CCC(=O)N(C)C[C@@H]1Oc2cc(Br)ccc2S(=O)(=O)N([C@H](C)CO)C[C@@H]1C,.,-1.8,5.6,1.6
COc1ccc(CNC(=O)C[C@H]2C[C@H]3c4cc(NC(=O)CC5CC5)ccc4O[C@H]3[C@H](CO)O2)cc1,15.8,4.7,27.5,1.2
O=C(c1cccc(F)c1)N1CCCCN2[C@@H](CO)[C@@H](c3ccc(C#CC4(O)CCCC4)cc3)[C@@H]2C1,63.6,3.3,-5.2,0.5
C[C@H](CO)N1C[C@H](C)[C@@H](CN(C)C(=O)c2cccnc2)Oc2ncc(-c3ccc(C#N)cc3)cc2C1=O,.,-2.0,2.1,4.8
O=S(=O)(c1cccc(F)c1)N1CC[C@H]2[C@H](CO)Nc3ccc(C#Cc4ccccc4F)cc3[C@H]21,81.7,2.6,-3.6,3.1
COCC#Cc1ccc2c(c1)O[C@@H](CN(C)Cc1ccc(F)cc1)[C@@H](C)CN([C@@H](C)CO)S2(=O)=O,25.8,-3.7,-28.2,0.3
CCCC(=O)N1CC2(C1)CN(C(=O)C1CCCC1)[C@@H](CO)c1[nH]c3cc(OC)ccc3c12,.,-10.8,-22.8,0.1
CC(C)CC#Cc1ccc2c(c1)O[C@H](CN(C)C(=O)c1ccccc1)[C@H](C)CN([C@H](C)CO)S2(=O)=O,.,16.9,-59.7,-3.6
CC(=O)N(C)C[C@H]1[C@H](c2ccc(C3=CCCC3)cc2)[C@H](CO)N1CC1CC1,12.0,-2.5,-34.2,3.7
C[C@@H]1CCCCO[C@H](CN(C)C(=O)CCCN(C)C)[C@@H](C)CN([C@H](C)CO)C(=O)c2cc(NS(=O)(=O)c3cn(C)cn3)ccc2O1,43.9,-9.1,58.7,2.1
COc1ccccc1C#Cc1ccc([C@@H]2[C@H]3CN(S(C)(=O)=O)CCCCN3[C@H]2CO)cc1,93.9,-2.8,-3.8,-2.1

# Later entries
SMILES,Tcruzi prolif,C diff growth,Pf Dd2 inh,GASC1 inh
C[C@@H]1CCCCO[C@H](CN(C)C(=O)CCCN(C)C)[C@@H](C)CN([C@H](C)CO)C(=O)c2cc(NC(=O)c3ccccc3)ccc2O1,99.5*,-2.7,8.3,1.9
COC(=O)[C@H]1[C@H](CO)[C@H]2Cn3c(ccc(/C=C/c4ccccc4)c3=O)[C@H]2N1C(=O)C1CCCC1,69.5,6.8,.,-1.8
Cc1ccc(S(=O)(=O)N(C)C[C@H]2Oc3ncc(Br)cc3C(=O)N([C@@H](C)CO)C[C@H]2C)cc1,.,-0.9,7.8,4.7
O=C(NCC1CC1)[C@H]1[C@H](CO)[C@H]2Cn3c(ccc(-c4cccnc4)c3=O)[C@@H]1N2C(=O)C1CC1,68.7,0.6,.,-4.5
O=C(Nc1ccccc1Cl)N1C[C@H]2[C@@H](c3ccccc31)[C@@H](CO)N2Cc1ccccc1,72.8,3.9,1.6,-1.3
COc1ccc2c3c(n(C)c2c1)[C@H](CO)N(Cc1cc(F)ccc1F)CC31CN(C(=O)C2CC2)C1,.,21.4,-75.3,0.0
COc1ccc(NC(=O)Nc2ccc3c(c2)C(=O)N([C@H](C)CO)C[C@@H](C)[C@H](CN(C)S(=O)(=O)c2ccc(Cl)cc2)OCCCC[C@@H](C)O3)cc1,115.2*,5.3,-76.7,-0.5
C[C@@H]1CN([C@@H](C)CO)S(=O)(=O)c2ccc(Br)cc2O[C@H]1CN(C)S(C)(=O)=O,14.5,-1.6,-0.3,0.9
C[C@@H]1CN([C@H](C)CO)C(=O)c2cc(NC(=O)CCN3CCOCC3)ccc2O[C@H]1CN(C)S(=O)(=O)c1ccccc1,1.5,-7.3,23.9,-1.8
C[C@H](NC(=O)[C@H]1[C@H](CO)[C@H]2Cn3c(ccc(-c4cccc(F)c4)c3=O)[C@H]2N1C)c1ccccc1,.,4.2,6.4,6.5
COc1cccc(NC(=O)N(C)C[C@H]2Oc3ncc(C#Cc4ccncc4)cc3C(=O)N([C@H](C)CO)C[C@@H]2C)c1,.,-4.1,-6.4,-0.4
COc1cccc(-c2ccc([C@@H]3[C@@H](CO)N4CCCCN(S(=O)(=O)c5cn(C)cn5)C[C@@H]34)cc2)c1,24.2,-15.3,35.0,-0.5
Cc1noc(C)c1NC(=O)Nc1cccc2c1O[C@@H](CN(C)C(=O)Nc1c(C)noc1C)[C@H](C)CN([C@@H](C)CO)C2=O,23.7,7.6,11.8,1.5
Cc1ccc(S(=O)(=O)N(C)C[C@H]2Oc3c(NS(=O)(=O)c4ccccc4)cccc3C(=O)N([C@H](C)CO)C[C@@H]2C)cc1,0.9,-5.3,30.7,1.3
CNC[C@@H]1Oc2cc(-c3cccc(C(=O)N(C)C)c3)ccc2S(=O)(=O)N([C@@H](C)CO)C[C@H]1C,.,-2.2,-54.5,2.6
C[C@H](CO)N1C[C@H](C)[C@@H](CN(C)C(=O)Nc2ccc(C(F)(F)F)cc2)Oc2c(NC(=O)CCCCCC(=O)Nc3ccccc3N)cccc2C1=O,.,7.8,-83.5*,0.0
Cc1cccc(S(=O)(=O)N2CCCCN3[C@H](CO)[C@H](c4ccc(-c5ccccc5)cc4)[C@H]3C2)c1,61.5,52.2,-72.4,.
CO[C@H]1CC[C@@H]2CCN(C)C(=O)C[C@H](c3ccccc3)CN(C)C(=O)c3cc(C#N)ccc3OC[C@@H]1O2,1.8,.,.,0.3
C/C=C/c1ccc2c(c1)O[C@@H](CN(C)S(C)(=O)=O)[C@@H](C)CN([C@H](C)CO)S2(=O)=O,10.3,3.0,1.3,4.2
C[C@@H]1CN([C@H](C)CO)C(=O)c2cc(C#Cc3ccccc3F)cnc2O[C@@H]1CN(C)S(=O)(=O)c1ccccc1,115.6*,-11.3,-36.3,7.5

# (list continues)
SMILES,Tcruzi prolif,C diff growth,Pf Dd2 inh,GASC1 inh
COCC#Cc1ccc2c(c1)O[C@H](CN(C)Cc1ccccc1)[C@@H](C)CN([C@H](C)CO)S2(=O)=O,85.6,3.3,-60.8,2.0
N#C[C@H]1[C@@H](c2ccc(C3=CCCC3)cc2)[C@@H](CO)N1C(=O)Nc1ccccc1F,74.1,-5.3,69.2,-0.2
CCS(=O)(=O)Nc1ccc2c(c1)C(=O)N(C)[C@@H]1CC[C@@H](CC(=O)NCCOC)O[C@H]1CO2,3.8,27.9,.,0.7
O=C(C[C@@H]1C[C@H]2c3cc(NS(=O)(=O)c4ccc(F)cc4)ccc3O[C@H]2[C@H](CO)O1)NCc1cccc(F)c1,-15.4,5.0,1.6,1.2
CO[C@H]1CN(C)C(=O)c2cc(NC(=O)NC(C)C)ccc2OC[C@@H](C)N(Cc2ccc(-c3ccccn3)cc2)C[C@@H]1C,-193.8,.,-5.6,-1.4
CO[C@@H]1CN(C)C(=O)c2cc(NC(=O)NC(C)C)ccc2OC[C@@H](C)N(CC2CC2)C[C@H]1C,-1.7,0.5,2.1,0.6
C[C@@H]1CN([C@H](C)CO)C(=O)Cc2cc(NS(C)(=O)=O)ccc2O[C@@H]1CN(C)S(=O)(=O)c1cccs1,2.1,-5.5,-6.0,-0.8

# Exported with values under each structure: part of the list above.
# Below each compound – Tcruzi prolif, C diff growth, Pf Dd2 inh, GASC1 inh
> N#C[C@H]1[C@@H](c2ccc(C3=CCCC3)cc2)[C@@H](CO)N1C(=O)Nc1ccccc1F
→ 74.1, -5.3, 69.2, -0.2
> CCS(=O)(=O)Nc1ccc2c(c1)C(=O)N(C)[C@@H]1CC[C@@H](CC(=O)NCCOC)O[C@H]1CO2
→ 3.8, 27.9, ., 0.7
> O=C(C[C@@H]1C[C@H]2c3cc(NS(=O)(=O)c4ccc(F)cc4)ccc3O[C@H]2[C@H](CO)O1)NCc1cccc(F)c1
→ -15.4, 5.0, 1.6, 1.2
